NIH3T3 tox = kills NIH 3T3 cells; NIH 3T3 viability, CellTiter-Glo ATP luminescence, 48-72 h; Potency, µM (titrated, usually from 96.7 µM), for the others: top-dose activity change, negative = cytotoxicity, usual class: inhibitors; hit rate 4.3% among 94,000; AID 1345082; also: potency is read from the fitted curve at half-maximal effect; nearly all actives have a fitted effect of over 55% in size
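Cytotoxicity is measured as loss of cellular ATP: NIH 3T3 cells (400/well) are exposed to compound for 48 or 72 hr at 37 °C, then CellTiter-Glo luminescence is imaged after 10 min at room temperature.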
HEK293 viab = reduces viability of HEK-293 SNCA reporter cells. HEK-293-SNCA-luc viability, GF-AFC fluorescence, 24 h. Potency, µM (highest dose often 57.1 µM), for inactives: at the top dose activity change, negative = cytotoxicity, actives largely listed as cytotoxic. hit rate 0.12% among 150,000. AID 1671193;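 also: potency is read from the fitted curve at half-maximal effect; 0% = DMSO-treated cells and -100% = medium-only wells without cells; nearly all actives have a fitted effect of over 30% in size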
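Cytotoxicity counterscreen: after 24 h compound treatment of genome-edited SNCA-luciferase HEK-293 cells, live-cell protease substrate GF-AFC read by fluorescence after 30 min; activity scaled between DMSO (0%) and medium-only (-100%), curves Hill-fitted.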
FLuc inh = inhibitors of firefly (Photinus pyralis) luciferase; purified P. pyralis luciferase, luminescence, biochemical; AID 1347043; P08659; Potency, µM (titrated, usually from 115 µM), inactives show top-dose activity change, negative = inhibition, hits mostly inhibitors; hit rate 2.5% among 76,000; also: potency is read from the fitted curve at half-maximal effect; nearly all actives have a fitted effect of over 65% in size
Target sequence (P08659 whole entry, looked up): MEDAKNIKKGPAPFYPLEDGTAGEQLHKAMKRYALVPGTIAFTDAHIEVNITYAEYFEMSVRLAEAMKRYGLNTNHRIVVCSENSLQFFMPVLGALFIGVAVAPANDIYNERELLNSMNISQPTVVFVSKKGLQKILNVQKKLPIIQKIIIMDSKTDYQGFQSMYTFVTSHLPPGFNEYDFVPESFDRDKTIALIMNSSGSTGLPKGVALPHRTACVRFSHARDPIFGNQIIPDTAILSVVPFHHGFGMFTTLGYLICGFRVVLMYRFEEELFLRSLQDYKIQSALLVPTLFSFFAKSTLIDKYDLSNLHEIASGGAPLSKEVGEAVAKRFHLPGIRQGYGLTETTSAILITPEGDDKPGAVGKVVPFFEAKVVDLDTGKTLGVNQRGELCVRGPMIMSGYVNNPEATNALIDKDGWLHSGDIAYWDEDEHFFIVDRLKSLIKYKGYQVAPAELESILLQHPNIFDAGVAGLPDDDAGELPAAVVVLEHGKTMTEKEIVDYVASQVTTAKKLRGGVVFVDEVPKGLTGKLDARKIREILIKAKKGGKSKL
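Inhibitors were tested against purified firefly luciferase in a biochemical, low-substrate format (both substrates at 10uM) and luminescence measured with a CCD imager.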
SNCA expr inhib = SNCA gene expression inhibition; HEK-293 SNCA-luciferase knock-in, luminescence, 24 h; Potency, µM (titrated, usually from 57.2 µM), inactives show at the highest dose activity change, negative = inhibition, actives largely listed as inhibitors; hit rate 0.17% among 140,000;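 also: potency is read from the fitted curve at half-maximal effect; plate controls were DMSO cells for no effect and cell-free wells for full effect; nearly all actives have a fitted effect of over 45% in size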
IP6K1 inh = IP6K1 kinase inhibition; Q92551; IP6K1 kinase, ADP-Glo luminescence, 2 h; active compounds read low; activity change, % (series mostly up to about 58 µM); hit rate 0.81% among 140,000; in the data active = activity change below about -25%
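ADP-Glo luminescence measures ADP made by human IP6K1 during a 2 h RT reaction with ATP/IP6 (mix at 1.3 mM/130 uM); top library doses 57.5 and 19.1 uM final.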
GPT2 inh = blocks human glutamate pyruvate transaminase 2; Q8TD30; Recombinant GPT2, coupled pyruvate oxidase/HRP Amplex Red fluorescence; Potency, µM (highest dose often 57.7 µM), without a hit: at the highest dose activity change, negative = inhibition, hits mostly inhibitors; hit rate 0.25% among 100,000; AID 1671188; also: potency is read from the fitted curve at half-maximal effect; nearly all actives have a fitted effect of over 60% in size; many of its hits are not listed in these tables
Target sequence (Q8TD30 whole entry, looked up): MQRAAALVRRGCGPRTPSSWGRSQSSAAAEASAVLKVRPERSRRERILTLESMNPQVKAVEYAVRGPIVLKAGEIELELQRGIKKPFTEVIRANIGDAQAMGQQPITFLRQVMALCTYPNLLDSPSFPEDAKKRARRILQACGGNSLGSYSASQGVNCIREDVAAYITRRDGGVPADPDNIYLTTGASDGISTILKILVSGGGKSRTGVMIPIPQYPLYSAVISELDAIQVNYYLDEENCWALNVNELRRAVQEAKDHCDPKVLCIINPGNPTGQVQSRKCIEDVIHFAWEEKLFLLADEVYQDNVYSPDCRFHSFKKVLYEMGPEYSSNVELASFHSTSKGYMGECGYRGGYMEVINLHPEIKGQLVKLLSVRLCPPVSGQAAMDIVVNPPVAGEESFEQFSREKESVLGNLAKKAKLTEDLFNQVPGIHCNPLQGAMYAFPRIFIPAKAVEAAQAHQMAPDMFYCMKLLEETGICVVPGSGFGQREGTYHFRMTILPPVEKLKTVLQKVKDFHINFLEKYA
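Recombinant GPT2 (10ng/uL) with 250uM a-KG and 2mM L-alanine, 30 min at room temperature, in HEPES pH 7.5 buffer. Pyruvate detected by pyruvate oxidase/HRP/Amplex Red fluorescence after 30 min in the dark; AOA (50uM) as positive control.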
HEK cytotox = cytotoxic compounds in HEK 293 cells; Potency, µM (top dose mostly 115 µM), for the others: top-dose activity change, negative = cytotoxicity, usual class: inhibitors; HEK 293 viability, ATP luminescence (CellTiter-Glo), 48-72 h; AID 1345083; hit rate 6.6% among 94,000; also: potency is read from the fitted curve at half-maximal effect; nearly all actives have a fitted effect of over 60% in size
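Read-out: CellTiter-Glo ATP luminescence. Cells: HEK 293, 250 cells/well. Exposure: 48 or 72 hr, 37 degree Celsius.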
* marks the source's active call; other numbers are inactive results; i = inactive; u = inconclusive; x = no result given; & = joins results of further samples; [ ] = remark or other dose. Unless noted, calls follow the shape of the dose curve; as a rule, active = well fitted curve in the direction sought with a large enough effect; inconclusive = small, poorly fitted or top-dose-only effect, or another doubt; inactive = no such curve, though single readings can be large; an effect the other way counts as inactive or inconclusive. Unless noted, % is scaled to controls: 0 for no effect and ±100 for the full control effect.

Field names: A = NIH3T3 tox; B = HEK293 viab; C = FLuc inh; D = SNCA expr inhib; E = IP6K1 inh; F = GPT2 inh; G = HEK cytotox
Molecule: Cc1cc(-c2ccc(C)c(S(=O)(=O)NCCc3ccc(S(N)(=O)=O)cc3)c2)on1
  A: x	B: 6%	C: x	D: 51%[activator]	E: 0	F: x	G: x

Molecule: O=C(NCc1ccccc1)c1ccc(NC(=O)c2nsc3ccccc23)cc1
  A: x	B: 4%	C: x	D: 53%[activator]	E: 11	F: x	G: x

Molecule: CCCNC(=O)N(C1CCOCC1)C1CCN(C(=O)c2ccc(F)c(F)c2)CC1
  A: u	B: 5%	C: 1%	D: u	E: -5	F: 1%	G: 12%

Molecule: CC(C)CC(=O)Nc1ccc([C@H]2OCC(=O)N(C3CCOCC3)[C@@H]2CO)cc1
  A: 0%[174 µM]	B: 7%[87.6 µM]	C: -5%[172 µM]	D: 9%[87.6 µM]	E: 24	F: -13%[88.5 µM]	G: -9%[172 µM]

Molecule: C/C=C(/COC(=O)/C(C)=C/C)C(=O)OC(CC)c1ccc(OC)c(OC)c1 (stereo not given)
  A: x	B: -9%	C: x	D: x	E: -3	F: i	G: x

Molecule: Cc1ccc(NC(=O)CSc2nc(C)cc(C)c2C(=O)Nc2cccc(C)c2)cc1
  A: x	B: 8%	C: x	D: 9%	E: -12	F: x	G: x

Molecule: CCOC(=O)c1cccc(NC(=O)N2CC[C@@H](CC(=O)NCc3ccc(OC)c(OC)c3)[C@@H](CC)C2)c1
  A: -25%	B: -6%	C: 10%	D: 8%	E: 10	F: 4%	G: -26%

Molecule: Cc1ccc(-c2nccn3cc(C(=O)N4CCN(C5CCN(C)CC5)CC4)nc23)cc1
  A: -7%	B: -2%	C: -2%	D: -5%	E: 23	F: -10%	G: 0%

Molecule: COC(=O)[C@@H]1Cc2c([nH]c3ccccc23)[C@H]2C[C@@H](NCCc3cnc[nH]3)C[C@@H](c3ccccc3F)N21
  A: 28µM*	B: -2%	C: -9%	D: -11%	E: 11	F: 1%	G: 25µM*

Molecule: COCCn1c(CN(C)CC2COc3ccccc3O2)cnc1S(=O)(=O)CC1CC1 (stereo not given)
  A: -22%	B: 4%	C: 5%	D: -1%	E: -2	F: i	G: -29%

Molecule: O=C(c1ccccc1)N1CCn2c(nnc2-c2ccccc2)C1
  A: -23%&-17%[138 µM]	B: 15%&-10%[87.6 µM]	C: -13%&3%[172 µM]	D: 11%&-8%[87.6 µM]	E: 11&5	F: u	G: -19%&-14%[172 µM]

Molecule: O=C(c1ccc(C(F)(F)F)cc1)N1CC2(Cc3ccccc3NC2=O)C1
  A: -11%	B: -1%	C: x	D: -11%	E: -3	F: 3%	G: u

Molecule: O=C1CC(c2noc(COc3ccc(Cl)cc3)n2)CN1C1CCCCC1 (stereo not given)
  A: u	B: 5%	C: 2%	D: -1%	E: 24	F: 3%	G: u

Molecule: CC1CCC(NC[C@H]2O[C@@H]3C[C@@H](CC(=O)N4CCOCC4)O[C@@H]3[C@@H]2O)CC1 (stereo not given in full)
  A: -3%[174 µM]	B: 1%[87.6 µM]	C: -4%[172 µM]	D: 2%[87.6 µM]	E: 7	F: 0%[88.5 µM]	G: -5%[172 µM]

Molecule: O=C(NCc1nc(-c2ncccn2)no1)C(c1cccnc1)N1CCCC1 (stereo not given)
  A: 1%	B: -19%	C: -3%	D: 4%	E: 19	F: -8%[11.5 µM]	G: -7%

Molecule: COc1cccc(CC(=O)N[C@@H]2CCC[C@@H](C(=O)NCc3cc(C)on3)CC(=O)N(C)C2)c1
  A: -2%	B: 11%	C: 15%	D: 7%	E: -8	F: u	G: -11%

Molecule: CCC(=O)N1c2ccc(S(=O)(=O)CCC(=O)NCc3ccccc3OC)cc2CC1C (stereo not given)
  A: x	B: 0%	C: x	D: 15%	E: 3	F: x	G: x

Molecule: CC(=O)Nc1ccc(CN2C(=O)OC3(CCN(C(=O)c4ccnn4C)CC3)C2(C)c2ccccc2)cc1 (stereo not given)
  A: u	B: 7%	C: 4%	D: 1%	E: -6	F: -25%	G: 2%

Molecule: O=C(Cn1nc2n(c1=O)CCCCC2)Nc1ccc(F)cc1
  A: -2%	B: -2%	C: 7%	D: 10%	E: 27	F: -5%	G: 15%

Molecule: Cc1nc2c(OCC(=O)c3ccccc3)cccn2c(=O)c1-c1cc(C)n(-c2ccc(Cl)cc2)n1
  A: u	B: 4%	C: 28µM*	D: u	E: -2	F: -6%	G: u

Molecule: O=C(Cc1ccc(F)cc1)NC1CCN(C(=O)c2ccc(-c3cccs3)cc2)CC1
  A: u	B: -8%[12.5 µM]	C: x	D: 3%	E: 9	F: -14%	G: u

Molecule: Clc1ccccc1CN1CCc2sccc2C1
  A: x	B: -21%[23.9 µM]	C: x	D: -23%[25.6 µM]	E: -12	F: -11%	G: x

Molecule: CC(C)CCC(=O)N1C[C@@H](CO)[C@H](c2nc(-c3ccncc3)no2)C1
  A: u	B: -6%	C: 7%	D: 12%	E: -11	F: i	G: u

Molecule: COc1cccc(-c2cc(C(=O)N3CCCCC3)c3cnn(C)c3n2)c1
  A: -18%	B: x	C: x	D: x	E: -1	F: x	G: -11%

Molecule: O=C(NCc1cccs1)c1ccc2nnc(-c3ccoc3)n2c1
  A: u	B: 5%	C: x	D: 0%	E: -2	F: i	G: -2%

Overlap with the part before: four entries, followed by the next part.
Field names: A = NIH3T3 tox; B = HEK293 viab; C = FLuc inh; D = SNCA expr inhib; E = IP6K1 inh; F = GPT2 inh; G = HEK cytotox
Molecule: Clc1ccccc1CN1CCc2sccc2C1
  A: x	B: -21%[23.9 µM]	C: x	D: -23%[25.6 µM]	E: -12	F: -11%	G: x

Molecule: CC(C)CCC(=O)N1C[C@@H](CO)[C@H](c2nc(-c3ccncc3)no2)C1
  A: u	B: -6%	C: 7%	D: 12%	E: -11	F: i	G: u

Molecule: COc1cccc(-c2cc(C(=O)N3CCCCC3)c3cnn(C)c3n2)c1
  A: -18%	B: x	C: x	D: x	E: -1	F: x	G: -11%

Molecule: O=C(NCc1cccs1)c1ccc2nnc(-c3ccoc3)n2c1
  A: u	B: 5%	C: x	D: 0%	E: -2	F: i	G: -2%

Molecule: O=C([C@@H]1C[C@H](Oc2ccccc2)CN1C(=O)c1ccsc1)N1CCOCC1
  A: i	B: -3%	C: 5%	D: 3%	E: 13	F: -8%	G: 0%

Molecule: O=C(Cc1cccn1-c1cccc(Cl)c1)NCc1ccc(N2CCOCC2)cc1
  A: u	B: 6%	C: 0%	D: 1%	E: -8	F: -23%	G: -30%

Molecule: CSCC(=O)N[C@H]1CCN2C(=O)c3ccc(Cl)cc3NC(=O)[C@H]12
  A: -15%[174 µM]	B: 9%[87.6 µM]	C: -4%[172 µM]	D: -9%[87.6 µM]	E: -6	F: 5%[88.5 µM]	G: -1%[172 µM]

Molecule: COc1ccccc1CNC[C@H]1O[C@@H]2C[C@@H](CC(=O)NCc3nccn3C)O[C@@H]2[C@@H]1O
  A: 0%[174 µM]	B: -5%[87.6 µM]	C: -7%[172 µM]	D: 8%[87.6 µM]	E: 9	F: 0%[88.5 µM]	G: i

Molecule: Cc1nc2cccnc2n1-c1cccc(C(=O)NCc2ccc(OC(C)C)cc2)c1
  A: x	B: -4%	C: x	D: -3%	E: 22	F: x	G: x

Molecule: O=C(CC1N=C2c3ccccc3N=C(SCc3cccc(F)c3)N2C1=O)NCc1ccc2c(c1)OCO2 (stereo not given)
  A: x	B: u	C: x	D: -9%	E: 20	F: x	G: x

Molecule: COc1ccc(C(=O)N2CCC(Cc3ccc(CCC(=O)N(C)C)cc3)CC2)cn1
  A: u	B: 4%	C: x	D: -23%	E: 16	F: -3%	G: u

Molecule: CN1CCCN(C(=O)CC2CCCN(c3cnn(C)c(=O)c3)C2)CC1 (stereo not given)
  A: -8%	B: 12%	C: x	D: 11%	E: 1	F: i	G: -19%

Molecule: COc1cccc(-c2ccc3onc(C)c3n2)c1
  A: u	B: -9%[87.6 µM]	C: u	D: 69%[activator][87.6 µM]	E: -11	F: -8%[88.5 µM]	G: u

Molecule: Cc1cc(C)cc(NC(=O)N2CCC(Oc3ncccc3C(=O)N3CCCCC3)C2)c1 (stereo not given)
  A: -11%	B: u	C: -6%	D: -15%	E: 25	F: i	G: -2%

Molecule: COc1ccc(CCN2CCC(CNC(=O)c3cnn(-c4ccc(C)cc4)c3C3CCN(C(=O)OC(C)(C)C)CC3)CC2)cc1
  A: x	B: 9%	C: x	D: 3%	E: -9	F: x	G: x

Molecule: Cc1cc(C)n(CCCN(C)C(=O)C2CC3(CCNCC3)CN2)n1 (stereo not given)
  A: 3%	B: 5%	C: 11%	D: -14%	E: -4	F: 2%	G: i

Molecule: CCc1nc(-c2c3n(c(=O)n(Cc4ccccc4Cl)c2=O)CCCC3)no1
  A: -6%	B: -15%	C: -5%	D: -25%	E: 19	F: i	G: -7%

Molecule: COc1ccc(N(CC(=O)N2CCN(c3cccc(Cl)c3)CC2)S(=O)(=O)c2c(C)noc2C)cc1
  A: x	B: 9%	C: x	D: -27%	E: -11	F: x	G: x

Molecule: Cc1nnc2ccc(N3CCN(C(=O)Cc4ccccn4)CC3)nn12
  A: -27%	B: x	C: x	D: x	E: 6	F: x	G: -17%

Molecule: O=C(c1ccc2nccn2c1)N1CCN(c2cnccn2)CC1
  A: u	B: 2%	C: 1%	D: u	E: 9	F: i	G: -11%

Molecule: COc1ccc(-c2cc(N3CCC(NC(=O)c4cc(C)ccc4C)CC3)n[nH]2)cc1
  A: u	B: 6%	C: 0%	D: -4%	E: 15	F: 2%	G: u

Molecule: O=C(NCc1ccc(F)cc1)c1cc2n(n1)CC(c1ccc3c(c1)OCO3)OC2 (stereo not given)
  A: u	B: 7%	C: -9%	D: -25%	E: -9	F: u	G: u

Molecule: O=C(NCc1ccc(F)c(F)c1)C1CN(C2CCCC2)C(=O)N1 (stereo not given)
  A: -15%[138 µM]	B: 1%[12.5 µM]	C: x	D: -1%[87.6 µM]	E: -13	F: -7%[88.5 µM]	G: -9%[172 µM]

Molecule: Cc1ccccc1C(=O)Nc1ccccc1C(=O)OCc1cc(=O)n2ccsc2n1
  A: x	B: 15%	C: x	D: 42%[activator]	E: 55	F: x	G: x

Molecule: Cc1ccc(S(=O)(=O)c2nc(-c3cccc(Cl)c3)oc2NCc2ccccc2)cc1
  A: x	B: 0%	C: x	D: 3%	E: -17	F: x	G: x

Molecule: Cc1cc(C(=O)N2CC[C@H](NS(=O)(=O)c3cccs3)C[C@H]2C(=O)N[C@H](C)C(N)=O)n(C)n1
  A: -3%	B: -9%	C: -2%	D: 6%	E: -12	F: 3%	G: -11%

Molecule: COc1ccc(-c2nccn3cc(C(=O)O)nc23)cc1
  A: -36%	B: 10%	C: -13%	D: -5%	E: -10	F: -4%	G: -5%

Screening results from PubChem BioAssay.

A portion of the library, so the mix of outcomes need not match the whole.
